Hck-Nef inh – inhibitors of human Hck kinase activated by Nef; Recombinant Hck-YEEI plus Nef, Z-Lyte FRET kinase assay; inhibition, % at 20 µM; actives 0.68% (n = 220,000);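 active = Hck-Nef kinase inhibition above about 50%, limit read from the data; inactive = inhibition below that limit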;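 note: 0% = DMSO with Hck plus Nef and 100% = Hck alone without Nef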
Target sequence (P08631 whole entry, looked up): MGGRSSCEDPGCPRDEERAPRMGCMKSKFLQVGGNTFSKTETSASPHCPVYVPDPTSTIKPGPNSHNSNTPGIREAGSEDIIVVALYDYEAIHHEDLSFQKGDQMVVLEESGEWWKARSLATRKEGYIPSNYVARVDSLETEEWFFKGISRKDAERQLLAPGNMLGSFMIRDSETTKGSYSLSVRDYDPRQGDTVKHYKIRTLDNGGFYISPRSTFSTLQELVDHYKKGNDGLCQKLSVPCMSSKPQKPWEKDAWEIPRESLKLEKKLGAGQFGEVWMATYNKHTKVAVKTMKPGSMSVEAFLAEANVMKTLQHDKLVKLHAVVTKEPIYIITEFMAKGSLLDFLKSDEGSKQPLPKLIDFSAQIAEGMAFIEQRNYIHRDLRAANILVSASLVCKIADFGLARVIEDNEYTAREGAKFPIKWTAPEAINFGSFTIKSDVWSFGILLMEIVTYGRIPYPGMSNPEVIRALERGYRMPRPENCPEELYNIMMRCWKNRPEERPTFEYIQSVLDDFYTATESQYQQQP
NCF1 inh – inhibitors of human p47phox binding. p47phox/p22phox peptide binding, fluorescence polarization, 2 h. AID 1274. inhibition, % at 24.7 µM. P14598. actives 0.53% (n = 220,000);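 active = inhibition above about 30%, limit read from the data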;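 note: 0% = p47phox with labelled peptide and 100% = labelled peptide alone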
Target sequence (P14598 whole entry, looked up): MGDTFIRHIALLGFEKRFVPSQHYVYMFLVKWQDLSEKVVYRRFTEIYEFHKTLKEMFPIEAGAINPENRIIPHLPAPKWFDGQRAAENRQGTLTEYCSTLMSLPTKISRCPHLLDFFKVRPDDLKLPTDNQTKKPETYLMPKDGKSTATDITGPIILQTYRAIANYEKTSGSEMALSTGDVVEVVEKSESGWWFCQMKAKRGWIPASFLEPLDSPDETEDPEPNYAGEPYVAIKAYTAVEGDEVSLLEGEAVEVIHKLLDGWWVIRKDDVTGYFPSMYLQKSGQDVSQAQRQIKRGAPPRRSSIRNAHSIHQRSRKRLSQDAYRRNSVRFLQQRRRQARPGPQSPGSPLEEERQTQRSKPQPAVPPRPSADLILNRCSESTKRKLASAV
zVAD death inh – blocks zVAD induced death of L929 cells; L929 zVAD necroptosis rescue, ATP luminescence, 24 h; with zVAD 60 µM; viability rescue, % at 10 µM; actives 0.38% (n = 220,000); AID 1377;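 active = activation, scaled between plate controls, above about 75%, limit read from the data; inactive = activation under that limit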;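 note: 0% = zVAD with DMSO and 100% = DMSO alone without zVAD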
Mdm2 ligase inh – inhibitors of human Mdm2 E3 ubiquitin ligase | Q00987 | cell-based MDM2 ubiquitination luciferase reporter, 2 h; 0 = plate control, 100 = twice control, blank-subtracted | signal enhancement, % at 5 µM | actives 0.11% (n = 210,000);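 active = signal enhancement of 30% or more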;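 note: luminescence tracks abundance of the self-degrading MDM2-luciferase fusion protein; higher signal means inhibition of MDM2 E3 ligase activity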
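Assay system: stable mammalian line carrying autodegrading MDM2–luciferase fusion reporter; amount: 2000 cells seeded into each well; buffer or medium: DMEM; benchmarks: plate control and blank wells; signal: luciferase luminescence; timing: 2 h compound exposure at 37 °C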
Tb hexokinase – blocks Trypanosoma brucei hexokinase 1 activity; recombinant TbHK1, G6PDH-coupled NADH A340; inhibition, % at 10 µM; actives 0.11% (n = 220,000);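 active = inhibition of 50% or more in the single-dose primary screen; inactive = inhibition below 50%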
EBV gp42 block – inhibitors of Epstein-Barr virus glycoprotein 42; Q1HVG2; Fluorescence polarization binding assay, mP read-out; inhibition, % (tested at 21.74 µM); actives 0.42% (n = 220,000); in the data active = inhibition above about 50%
14-3-3 Bad PPI – disrupts binding of bovine 14-3-3 zeta to phospho-Bad peptide; AID 781; actives 0.71% (n = 220,000); inhibition, % at 21.7 µM; P63103; TR-FRET 14-3-3zeta/Dy647-pBad peptide displacement, 1 h;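 active = inhibition above about 70%, limit read from the data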;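 note: 0% = full 14-3-3 plus peptide FRET controls and 100% = background without 14-3-3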
Runt-SMMHC FRET – inhibitors of human RUNX1 Runt domain binding to CBFb-SMMHC; Q01196+Q13951; actives 0.74% (n = 220,000); inhibition, % at 20 µM; Cerulean-Runt/Venus-CBFb-SMMHC FRET ratio 530/480, 1 h;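 active = mean inhibition across duplicate retests at 20 µM reaching about 50%, limit read from the data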;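 note: 0% = DMSO wells and 100% = wells with excess untagged CBFb-SMMHC; inhibitors lower the FRET ratio by blocking Runt binding to CBFb-SMMHC; some results filed as inactive read as strong as hits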
Runt-CBFb FRET – blocks binding of human RUNX1 Runt domain to CBFb. Q01196+Q13951. Cerulean-Runt/Venus-CBFb FRET ratio 530/480, 1 h. inhibition, % at 20 µM. actives 0.46% (n = 220,000);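 active = inhibition over about 50% at 20 µM in the single-dose screen, limit read from the data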;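 note: 0% = DMSO wells and 100% = excess unlabeled CBFb competitor control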
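System: Cerulean-labeled Runt domain protein | Quantity: 100 nM of each labeled protein | Schedule: 1 h compound exposure, room temperature | Detection: Fluorescence energy transfer, 422 nm excitation, 530/480 nm emission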
Starred values were filed as active, the others as inactive; nt = no result given; [ ] = another dose, or the depositor's remark.

SMILES | Hck-Nef inh | NCF1 inh | zVAD death inh | Mdm2 ligase inh | Tb hexokinase | EBV gp42 block | 14-3-3 Bad PPI | Runt-SMMHC FRET | Runt-CBFb FRET
Cc1ccc(NC(=O)Cc2cc(C(=O)O)c3ccccc3n2)c(C)c1 | -15.8 | -21.0 | -0.4 | -5.7 | -5.7 | 10.0 | -4.7 | 2.1 | -2.5
CCn1c(=O)c2c(cnn2C)c2ccccc21 | 0.4 | -5.9 | 0.0 | -6.2 | -4.5 | 2.8 | -1.1 | 2.2 | -0.4
O=C(COc1ccc(Cl)cc1Cl)NC(=S)N1CCCc2ccccc21 | 9.6 | -20.1 | 0.4 | 0.7 | 2.3 | -13.9 | 41.4[fluorescence artefact?] | -4.7 | 1.5
CNc1ccc(/C=C/C(=O)c2cccc3ccccc23)cc1[N+](=O)[O-] | -1.7 | -34.4 | 0.0 | -16.5 | -10.3 | 7.3 | -2.5 | -1.5 | -4.3
C=CCn1c(=O)n(CCOC)c(=O)c2sc3ccccc3c21 | 25.0 | -11.2 | 0.3 | 0.0 | -11.6 | -8.1 | 3.4 | -0.7 | 0.4
COc1ccccc1NC(=O)CSc1nnnn1C | -1.4 | -6.2 | -0.3 | 1.8 | -1.6 | -2.0 | -10.6[fluorescence artefact?] | 3.2 | -0.1
CCOC(=O)c1c(NC(=O)CSc2nc3ccccc3o2)sc(C(C)=O)c1C | 5.7 | -89.9 | 0.9 | -31.2 | -6.0 | -58.0 | -25.3 | -3.9 | -0.3
COC(=O)C1CC(O)CN1C(=O)Nc1cccc(C(F)(F)F)c1 (centres undefined) | 1.3 | -12.9 | 0.8 | -2.0 | 8.2 | -7.8 | -1.9 | -11.4 | 1.0
Cc1ccnc(NS(=O)(=O)c2ccc(NC(=O)C34CC5CC(CC(C5)C3)C4)cc2)n1 | -2.2 | -0.8 | 0.4 | -9.5 | 0.8 | -14.9 | -5.4 | -0.1 | -2.6
O=C(Cc1c[nH]c2ccccc12)N1CCN(c2ccccc2)CC1 | 0.5 | -0.7 | 1.5 | -5.7 | -0.8 | -4.1 | -6.3 | 0.6 | -0.6
COc1ccc(S(=O)(=O)N(c2onc(C)c2Cl)S(=O)(=O)c2ccc(OC)c(OC)c2)cc1OC | 0.8 | -6.9 | 0.0 | -30.9 | 1.1 | -11.0 | 77.7* | 0.5 | 0.7
CC(=O)C1=C(C)NC(=S)NC1c1cc([N+](=O)[O-])ccc1O (centres undefined) | -10.9 | -0.6 | 0.2 | -8.8 | -43.3 | -14.1 | -2.7 | -0.2 | 2.9
CC(C)OCCCNc1nc2c(-c3ccccc3)nnn2c2ccccc12 | -9.5 | -12.0 | nt | nt | -11.7 | -19.6 | -1.4[fluorescence artefact?] | -4.4 | 0.4
COc1ccc(-n2cnnc2)cc1 | 3.5 | -10.0 | 2.0 | -15.4 | 4.9 | -17.3 | -7.1[fluorescence artefact?] | 0.8 | 0.3
CC(NC(=O)Cn1nc(-c2ccccc2)c2ccccc2c1=O)c1ccccc1 (centres undefined) | -0.7 | -2.5 | -0.1 | -11.9 | 0.2 | -12.8 | 11.2[fluorescence artefact?] | -6.3 | nt
O=C(Cc1ccsc1)NCC(c1ccco1)N1CCCCC1 (centres undefined) | 1.9 | -21.5 | 1.1 | -0.5 | -2.5 | -23.3 | 11.3[fluorescence artefact?] | -10.7 | -2.3
O=C(CNC(=O)c1ccc2c(c1)OCCO2)N/N=C/c1ccc(Cl)cc1 | 18.6 | -3.7 | 2.6 | -12.9 | 5.0 | -7.3 | -5.2 | -0.1 | -1.9
CCCN1Cc2cccc(C(=O)NC(CC(=O)OCC)c3ccc(OC(C)C)cc3)c2C1=O (centres undefined) | -10.2 | -15.8 | 0.7 | -15.6 | -2.6 | -4.7 | -9.4 | -10.0 | nt
CCS(=O)(=O)n1nc(-c2ccc(Cl)cc2)nc1SC | -1.2 | 2.0 | 0.5 | -15.2 | -3.1 | -2.5 | -17.2[fluorescence artefact?] | 0.0 | -0.9
CCCCOCCCNS(=O)(=O)c1ccccc1 | 0.0 | 1.0 | 0.9 | -6.3 | 0.7 | 1.5 | 4.5 | -3.3 | -2.1

For reference, part of the list above:
SMILES | Hck-Nef inh | NCF1 inh | zVAD death inh | Mdm2 ligase inh | Tb hexokinase | EBV gp42 block | 14-3-3 Bad PPI | Runt-SMMHC FRET | Runt-CBFb FRET
COc1ccc(S(=O)(=O)N(c2onc(C)c2Cl)S(=O)(=O)c2ccc(OC)c(OC)c2)cc1OC | 0.8 | -6.9 | 0.0 | -30.9 | 1.1 | -11.0 | 77.7* | 0.5 | 0.7
CC(=O)C1=C(C)NC(=S)NC1c1cc([N+](=O)[O-])ccc1O (centres undefined) | -10.9 | -0.6 | 0.2 | -8.8 | -43.3 | -14.1 | -2.7 | -0.2 | 2.9
CC(C)OCCCNc1nc2c(-c3ccccc3)nnn2c2ccccc12 | -9.5 | -12.0 | nt | nt | -11.7 | -19.6 | -1.4[fluorescence artefact?] | -4.4 | 0.4
COc1ccc(-n2cnnc2)cc1 | 3.5 | -10.0 | 2.0 | -15.4 | 4.9 | -17.3 | -7.1[fluorescence artefact?] | 0.8 | 0.3
CC(NC(=O)Cn1nc(-c2ccccc2)c2ccccc2c1=O)c1ccccc1 (centres undefined) | -0.7 | -2.5 | -0.1 | -11.9 | 0.2 | -12.8 | 11.2[fluorescence artefact?] | -6.3 | nt

New compounds follow:
SMILES | Hck-Nef inh | NCF1 inh | zVAD death inh | Mdm2 ligase inh | Tb hexokinase | EBV gp42 block | 14-3-3 Bad PPI | Runt-SMMHC FRET | Runt-CBFb FRET
CCc1ccccc1N(CC)C(=O)c1cn(C)c(=O)c2cc(OC)c(OC)cc12 | 6.1 | -6.9 | -0.7 | -3.4 | -8.7 | -21.0 | 12.6 | 1.1 | -0.4
CC(C)N1CCN(Cc2ccc(C#CCCO)cc2)CC1CCO (centres undefined) | 13.1 | -3.2 | 0.1 | -11.4 | -4.0 | -15.3 | -2.4 | -4.6 | -0.3
Cc1cc2ccccc2nc1SCC(=O)NC1CCCCC1 | 27.5 | 0.8 | 0.7 | -3.0 | -10.0 | -18.3 | -21.2 | nt | nt
O=C(CN(c1ccc(F)cc1)S(=O)(=O)c1ccc2c(c1)OCCO2)NCc1ccccn1 | 1.8 | -10.3 | -0.3 | -3.9 | -2.4 | -11.5 | -9.6 | 4.3 | -1.5
Cc1ccc(NC(=O)COc2ccccc2C(=O)Nc2ccccc2)cc1Cl | -1.3 | -15.2 | 4.3 | -20.1 | -3.5 | -3.0 | 0.4 | -1.1 | 0.3
CC1CCCCN1S(=O)(=O)c1ccc(S(=O)(=O)NCCc2ccncc2)cc1 (centres undefined) | 9.4 | -11.8 | -0.4 | -2.0 | -2.1 | -2.8 | -7.6 | -1.8 | -3.6
CCC(=O)Nc1ccc(C(=O)NCc2ccccn2)cc1 | -4.6 | 2.5 | 3.6 | -7.8 | -4.4 | -6.0 | -2.4 | -4.5 | -2.0
Cc1c(C(=O)N2CC(C)OC(C)C2)sc2nc(-c3ccccc3)cn12 (centres undefined) | 5.8 | -8.0 | 8.3 | -17.9 | -1.5 | -5.6 | 9.6[fluorescence artefact?] | -0.5 | 2.5
OCC1(CCCc2ccccc2)CCN(C2CCSCC2)CC1 | 3.3 | -11.2 | -0.9 | -7.5 | -2.8 | -16.1 | -8.0 | -0.1 | 0.9
O=c1c2ccccc2nc(SCc2cc(=O)n3ccsc3n2)n1CCCO | 3.2 | -6.0 | 0.3 | -4.0 | -7.7 | 8.3 | -7.3[fluorescence artefact?] | -6.8 | 0.8
Cc1ccc(NC(=O)COC(=O)c2cccc(N3C(=O)c4ccccc4C3=O)c2)cc1 | 22.5 | -22.5 | 0.2 | nt | 1.4 | -18.1 | -4.2 | -2.1 | -2.9
COC(=O)CSc1nnc(C)c(=O)[nH]1 | -5.8 | -7.2 | -0.3 | -21.8 | 2.9 | -12.2 | -3.4 | -2.5 | -0.8
CC1=N/C(=C\c2ccc([N+](=O)[O-])cc2)C(=O)N1c1ccc(Cl)cc1 | -1.6 | -26.3 | 0.3 | 1.9 | -5.6 | -12.6 | -2.9 | 1.3 | -1.3
CN1CCN(C(=O)C2=C[C@H](c3coc4ccccc4c3=O)C[C@H](OCc3ccc(CO)cc3)O2)CC1 | 10.9 | nt | -0.1 | nt | -4.8 | -6.7 | -2.2 | 0.2 | 0.6
Cc1oc2cc(O)ccc2c(=O)c1N1C(=O)c2ccccc2C1=O | 6.6 | -13.4 | 0.2 | -8.5 | -36.2 | -20.4 | -5.3 | -2.2 | -0.4
O=C(Nc1nccs1)C1CCN(S(=O)(=O)c2ccc3c(c2)OCCCO3)CC1 | -3.7 | -8.2 | 2.2 | -8.2 | 2.2 | -9.3 | -8.9[fluorescence artefact?] | -4.5 | 0.1
Cc1cc(C(=O)COc2ccc(-c3nnco3)cc2)c(C)n1Cc1ccccc1 | 1.7 | -52.7 | -0.3 | -7.1 | 1.5 | -36.5 | 5.1[fluorescence artefact?] | -0.6 | -2.8
Cn1c(NCc2cccnc2)nc2c1c(=O)n(Cc1ccccc1F)c(=O)n2C | 9.7 | -1.5 | -0.8 | -27.3 | 3.9 | -13.5 | -4.0 | 2.7 | -1.1
CCc1ccc2c(c1)C(c1ccc([N+](=O)[O-])cc1)=NNC(c1ccc(Br)cc1)=N2 | 0.4 | 0.6 | 0.8 | -5.3 | -1.0 | -9.3 | -1.5 | -3.9 | -6.4
c1ccc2c(c1)nc(N1CCN(C3CCCCC3)CC1)c1nnnn12 | -2.5 | 7.0 | 2.6 | -11.5 | -17.0 | 12.0 | -11.4 | 4.7 | 0.7
COc1ccc(/C=N\N=C2/SC(CC(=O)O)C(=O)N2c2ccc(O)cc2)cc1OC (centres undefined) | 2.2 | -3.3 | 1.3 | -12.8 | 5.2 | -6.0 | -12.2[fluorescence artefact?] | 3.1 | 2.7
c1ccc(Cn2nnnc2C(c2cccs2)N2CCSCC2)cc1 (centres undefined) | 0.0 | -10.3 | -0.1 | 7.9 | 7.3 | -6.9 | 12.7[fluorescence artefact?] | -0.1 | -2.2
O=C(Nc1cccc([N+](=O)[O-])c1)c1ccccc1 | 11.4 | 3.9 | 1.2 | -11.7 | -15.8 | -3.3 | 6.2 | -4.9 | -0.1
Cc1cc(-c2nnc(SCC(=O)Nc3nc(-c4ccc(Cl)cc4)cs3)o2)no1 | 33.5 | -36.6 | -0.1 | nt | -3.7 | -22.9 | 5.5 | -1.9 | 2.2
COc1ccc(N2CCN(c3ccc([N+](=O)[O-])nc3)CC2)cc1 | 39.5 | 18.1 | 1.3 | -5.5 | -4.4 | -9.8 | 0.5 | -1.4 | -2.5
CCCNC(=O)CN(C)S(=O)(=O)c1ccc(F)cc1 | 1.0 | -3.4 | 1.0 | -8.8 | 32.6 | 5.6 | -16.1 | -5.8 | 2.4
COc1cccc(C(=O)Cn2c(N3CCCCC3)nc3c2c(=O)n(C)c(=O)n3C)c1 | 1.8 | 3.8 | 1.3 | -3.9 | -3.1 | 11.8 | 3.8 | -3.5 | -4.2
COc1ccc(C2/C(=C(/O)c3ccccc3)C(=O)C(=O)N2C)cc1 (centres undefined) | 0.0 | -11.7 | -0.1 | -8.2 | -30.9 | -18.7 | 18.9 | 1.6 | -0.8
CC(=O)Nc1ccc(S(=O)(=O)Nc2c(C)n(C)n(-c3ccccc3)c2=O)cc1 | 1.0 | -5.0 | 0.9 | -15.9 | 7.3 | 1.1 | -5.4[fluorescence artefact?] | -8.4 | 1.3
Cn1c(NC(=O)c2ccccc2Br)cc(=O)n(C)c1=O | -3.3 | -3.9 | -0.5 | -5.1 | -6.2 | -5.2 | 7.5[fluorescence artefact?] | 1.6 | 1.2

High-throughput results from PubChem.
